PAFAH2 inh: inhibitors of human PAFAH2; Q99487; recombinant PAFAH2, FP-rhodamine activity probe, fluorescence polarization; inhibition, % at 3.39 µM; actives 0.99% (n = 340,000); AID 492956;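 active = inhibition above the mean over all tested compounds plus 3 SD, cut at about 30% in these data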;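 note: inhibitors block probe labeling of enzyme so polarization drops; 0% = enzyme with DMSO and 100% = wells lacking PAFAH2 protein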
EBNA-1 inh: blocks EBNA-1 binding to DNA; EBNA-1 DNA binding, fluorescence polarization; inhibition, % at 14.8 µM; actives 0.34% (n = 300,000); AID 1950; in the data active = inhibition above about 28%
PREPL inhibitor: inhibitors of human prolyl oligopeptidase-like enzyme PREPL; Q4J6C6; recombinant PREPL, fluorescence polarization activity-based probe; inhibition, % at 5.96 µM; actives 0.68% (n = 320,000); in the data active = inhibition above about 43%;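 note: 0% = enzyme with DMSO and 100% = wells lacking enzyme; many of its hits are not listed in these tables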
Target sequence (Q4J6C6 whole entry, looked up): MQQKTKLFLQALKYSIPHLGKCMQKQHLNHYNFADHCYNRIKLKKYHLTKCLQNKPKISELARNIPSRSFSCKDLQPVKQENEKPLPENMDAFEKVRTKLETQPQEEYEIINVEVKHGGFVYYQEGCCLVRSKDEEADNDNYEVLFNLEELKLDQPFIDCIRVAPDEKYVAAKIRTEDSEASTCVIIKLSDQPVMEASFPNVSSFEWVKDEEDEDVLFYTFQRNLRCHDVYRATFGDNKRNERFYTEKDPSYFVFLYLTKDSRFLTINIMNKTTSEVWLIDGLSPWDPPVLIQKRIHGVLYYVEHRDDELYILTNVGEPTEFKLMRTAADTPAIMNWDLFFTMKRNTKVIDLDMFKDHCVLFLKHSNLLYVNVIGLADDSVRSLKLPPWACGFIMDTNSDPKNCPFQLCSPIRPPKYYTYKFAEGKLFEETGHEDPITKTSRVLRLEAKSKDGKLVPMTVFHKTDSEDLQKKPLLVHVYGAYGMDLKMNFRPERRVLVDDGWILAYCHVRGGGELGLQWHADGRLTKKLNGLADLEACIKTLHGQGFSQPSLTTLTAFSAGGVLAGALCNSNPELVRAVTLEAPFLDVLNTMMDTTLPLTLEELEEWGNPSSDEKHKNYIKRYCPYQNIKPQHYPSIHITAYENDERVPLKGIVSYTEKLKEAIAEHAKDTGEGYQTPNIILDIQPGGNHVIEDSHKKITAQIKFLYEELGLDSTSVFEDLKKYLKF
pPAFAH FP inh: inhibitors of human plasma PAF acetylhydrolase (pPAFAH); Q13093; recombinant pPAFAH, FP-rhodamine probe fluorescence polarization; inhibition, % at 3.39 µM; actives 1.5% (n = 330,000); AID 463082;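 active = inhibition above the mean inhibition across the screen plus 3 SD, cut at about 25% in these data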;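 note: inhibitors block binding of the rhodamine activity-based probe so polarization drops; 0% = enzyme with DMSO and 100% = wells lacking pPAFAH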
LYPLA2 counter: counter-screen for PME1 inhibitors: inhibitors of human LYPLA2 | O95372 | recombinant LYPLA2, FP-Rh probe fluorescence polarization | inhibition, % at 5.9 µM | actives 0.38% (n = 320,000) | AID 2177;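 active = inhibition above the screen-wide mean plus 3 SD, limit set per campaign, cut at about 26% in these data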;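 note: 0% = LYPLA2 with DMSO and 100% = wells lacking LYPLA2 enzyme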
ZTA counter: blocks Epstein-Barr virus ZTA, an EBNA-1 counter-screen; P03206; ZTA-DNA binding, fluorescence polarization; inhibition, % at 11 µM; actives 0.15% (n = 320,000); AID 2234; in the data active = inhibition above about 33%
PAFAH1B2 FP inh: PAFAH1B2 (human) inhibition; P68402; recombinant PAFAH1B2, FP-rhodamine activity probe, fluorescence polarization; inhibition, % at 3.39 µM; actives 1.2% (n = 340,000); AID 492953;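 active = inhibition above the mean of all tested compounds plus 3 SD, cut at about 24% in these data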;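 note: 0% = enzyme with DMSO and 100% = wells lacking PAFAH1B2; many of its hits are not listed in these tables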
Target sequence (P68402 whole entry, looked up): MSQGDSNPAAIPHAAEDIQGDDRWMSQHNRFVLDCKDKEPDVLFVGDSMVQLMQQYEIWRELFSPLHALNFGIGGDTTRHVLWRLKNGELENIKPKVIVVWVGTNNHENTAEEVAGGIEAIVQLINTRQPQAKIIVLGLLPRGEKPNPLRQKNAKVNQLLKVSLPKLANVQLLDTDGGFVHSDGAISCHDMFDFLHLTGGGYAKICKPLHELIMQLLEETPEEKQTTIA
PAFAH1B3 inh: PAFAH1B3 (human) inhibition. Q15102. inhibition, % at 3.39 µM. recombinant PAFAH1B3, FP-rhodamine probe, fluorescence polarization. actives 0.28% (n = 340,000);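 active = inhibition above the screen-wide average of all tested compounds plus 3 SD, cut at about 25% in these data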;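 note: 0% = enzyme with DMSO only and 100% = wells lacking PAFAH1B3 protein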
LYPLA1 counter: LYPLA1 (human) inhibition in PME1 counter-screen. actives 0.16% (n = 320,000). AID 2174. recombinant LYPLA1, FP-Rh probe fluorescence polarization. inhibition, % at 5.9 µM. O75608;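 active = inhibition above the mean of all tested compounds plus 3 SD, set per campaign, cut at about 14% in these data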;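 note: inhibitors block serine hydrolase probe labeling of LYPLA1 so polarization falls; 0% = enzyme with DMSO and 100% = wells lacking LYPLA1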
Numbers without * were called inactive; / = no result given. The list is partial; rates above refer to the full screens.

A first look (2 entries):
item	molecule	PAFAH2 inh	EBNA-1 inh	PREPL inhibitor	pPAFAH FP inh	LYPLA2 counter
1	CCOC(=O)NC(=O)COC(=O)c1ccc(Sc2ncn[nH]2)c([N+](=O)[O-])c1	16	5	15	1	-3
2	O=C(COc1ccc(C(=O)NCc2cccnc2)cc1)Nc1cccc(C(F)(F)F)c1	-2	-15	-54	2	3

item	ZTA counter	PAFAH1B2 FP inh	PAFAH1B3 inh	LYPLA1 counter
1	14	4	10	-2
2	-8	0	-1	-9

All compounds of this part, from the start:
item	molecule	PAFAH2 inh	EBNA-1 inh	PREPL inhibitor	pPAFAH FP inh	LYPLA2 counter
1	CCOC(=O)NC(=O)COC(=O)c1ccc(Sc2ncn[nH]2)c([N+](=O)[O-])c1	16	5	15	1	-3
2	O=C(COc1ccc(C(=O)NCc2cccnc2)cc1)Nc1cccc(C(F)(F)F)c1	-2	-15	-54	2	3
3	Cc1ccc(N=Nc2c(O)n(CN3CCOCC3)c3ccccc23)cc1	-5	4	3	3	-15
4	Cc1noc2ncnc(Oc3ccc(F)cc3)c12	0	-11	-5	0	6
5	Cc1ccc(Cl)cc1NC(=O)C1C2CCC(O2)C1C(=O)O (stereo unspecified)	-8	-4	-1	2	0
6	Cc1noc(C)c1NC(=O)Nc1cccc2c1O[C@H](CN(C)C(=O)NC1CCCCC1)[C@@H](C)CN([C@H](C)CO)C2=O	6	/	14	5	/
7	Cc1cc(-n2cccn2)ccc1CN1CCN(C2CCCC2)C(CCO)C1 (stereo unspecified)	2	4	11	4	-2
8	CCOC(=O)/C(=C/c1c[nH]c2ccccc12)NC(C)=O	4	-13	11	-6	4
9	Cc1c(C(=O)NCc2ccc3c(c2)OCO3)cccc1[N+](=O)[O-]	-2	3	8	6	0
10	CN(C)S(=O)(=O)Oc1cccc(C(=O)Nc2ccc(Cl)cc2)c1	-2	-7	-8	3	5
11	COc1cc(C=C2C(=O)OC(C)(C)OC2=O)ccc1OCC(=O)Nc1ccccc1	-10	-5	9	-1	-5
12	C/C(CC(=O)Nc1cccc(Cl)c1Cl)=N\NC(=O)C(=O)NC1CCCCC1	2	4	-6	0	-3
13	c1ccc(C2CCC3(CC2)Oc2ccccc2C2CC(c4cccnc4)=NN23)cc1 (stereo unspecified)	/	0	-8	7	-3
14	Cc1ccc(Sc2cnc(N)nc2C)cc1	3	-11	12	-2	1
15	COc1ccccc1N1CCN(S(=O)(=O)c2c(C)ccc3nsnc23)CC1	-1	-2	3	3	-2

item	ZTA counter	PAFAH1B2 FP inh	PAFAH1B3 inh	LYPLA1 counter
1	14	4	10	-2
2	-8	0	-1	-9
3	3	2	2	-8
4	3	-4	14	4
5	-8	6	7	0
6	/	5	1	/
7	-5	1	12	-1
8	-12	1	5	-2
9	3	5	4	2
10	-18	-2	5	-5
11	1	4	1	-3
12	1	-1	15	-1
13	-7	/	/	0
14	-6	2	-3	1
15	0	-3	1	0

Other entries follow.
item	molecule	PAFAH2 inh	EBNA-1 inh	PREPL inhibitor	pPAFAH FP inh	LYPLA2 counter
16	COc1ccc(CCNC(=O)CCCCCNc2nc(=S)[nH]c3ccccc23)cc1OC	11	-5	16	-4	-2
17	CCN(C[C@H]1N[C@@](C)(C(=O)OC)[C@H]2C(=O)N(C)C(=O)[C@@H]12)S(=O)(=O)c1ccc(-c2ccccc2)cc1	-1	/	18	4	/
18	c1ccc(-n2c(-c3ccncc3)nnc2-c2ccco2)cc1	4	-1	-1	-3	-2
19	Cn1c2ccccc2c2cc(C(=O)N3CCOCC3)sc21	0	7	2	2	1
20	COc1cc(/C=N/NC(=O)CCc2n[nH]c(=O)[nH]c2=O)cc(OC)c1OC	0	-4	18	-1	2
21	Cc1ccc(-c2nnn(CC(=O)N(CC(=O)NC3CCCC3)c3ccc(F)cc3)n2)o1	4	-5	8	-1	4
22	Cc1ccccc1NC(=O)c1sc2nc3c(c(-c4ccco4)c2c1N)CCCC3	6	10	23	6	6
23	CC(CN1CCCCC1)c1ccccc1 (stereo unspecified)	8	9	-2	8	6
24	CC(c1nccs1)N(C)c1nc2nonc2nc1NC1CC1 (stereo unspecified)	1	-1	3	-9	-6
25	CCOC(=O)N1CCC(=NNc2nc3ccccc3s2)CC1	2	-16	0	3	4
26	Cc1sc(NC(=O)CN2CCCC2)nc1-c1ccc2c(c1)CCN2C(=O)c1cccc(F)c1	-1	6	16	14	-5
27	COc1ccc(NC(=O)N2CCCc3ccccc32)cc1OC	8	-1	2	7	2
28	O=C(Nc1ccccc1)Nc1ccc(-n2ccc(C(F)(F)F)n2)cc1	1	1	10	-10	-6
29	Cc1c(Cl)c([N+](=O)[O-])nn1CC(=O)N1CCc2ccccc2C1	-7	0	12	8	1
30	CC1=C(C(=O)OCc2ccccc2)C(c2cccc([N+](=O)[O-])c2)NC(=O)N1 (stereo unspecified)	-7	-7	-6	6	0

item	ZTA counter	PAFAH1B2 FP inh	PAFAH1B3 inh	LYPLA1 counter
16	-2	1	8	-1
17	/	4	9	/
18	-4	5	8	-2
19	-1	7	4	1
20	-8	5	0	0
21	-9	1	1	3
22	6	5	9	-4
23	-4	8	1	1
24	-1	2	6	-5
25	-4	3	-1	1
26	-3	7	4	1
27	1	6	5	-3
28	0	5	0	-11
29	-9	3	1	2
30	-2	5	6	2

Entries of single compounds, looked up by structure:
CC1=C(C(=O)OCc2ccccc2)C(c2cccc([N+](=O)[O-])c2)NC(=O)N1 (stereo unspecified) across the screens: PAFAH2 inh: -7; EBNA-1 inh: -7; PREPL inhibitor: -6; pPAFAH FP inh: 6; LYPLA2 counter: 0; ZTA counter: -2; PAFAH1B2 FP inh: 5; PAFAH1B3 inh: 6; LYPLA1 counter: 2
CCOC(=O)N1CCC(=NNc2nc3ccccc3s2)CC1 across the screens: PAFAH2 inh: 2; EBNA-1 inh: -16; PREPL inhibitor: 0; pPAFAH FP inh: 3; LYPLA2 counter: 4; ZTA counter: -4; PAFAH1B2 FP inh: 3; PAFAH1B3 inh: -1; LYPLA1 counter: 1

(further entries)
item	molecule	PAFAH2 inh	EBNA-1 inh	PREPL inhibitor	pPAFAH FP inh	LYPLA2 counter
31	COc1ccc(C2C(C#N)=C(N)Oc3n[nH]c(-c4ccccn4)c32)c(OC)c1OC (stereo unspecified)	-3	-6	-2	3	2
32	COC(=O)C(C)Oc1ccc(Cc2ncc(C(F)(F)F)cc2Cl)cc1 (stereo unspecified)	3	-12	6	4	2
33	O=C(NC1CCCCC1)C(c1ccc(F)cc1)N(C(=O)c1csnn1)C1CC1 (stereo unspecified)	3	4	-1	2	-1
34	Cc1ccc(C)c(-c2nnc(OCC(=O)Nc3cc(C)on3)c3ccccc23)c1	-2	1	-7	2	-10
35	CN(C)S(=O)(=O)c1ccc(NC(=O)c2cc(F)c(F)cc2Cl)cc1	6	0	6	1	9
36	CCO[C@@H]1OC(C(=O)NC2CC2)=C[C@H](C2CCCCC2)[C@H]1CCCO	1	3	4	-2	-3
37	Oc1c(N=Nc2ccc(F)cc2)ccc2ccccc12	-24	-1	3	5	-3
38	CC(=O)N1CN(Cc2ccccn2)Cc2c1sc1c2CCCC1	6	-2	8	6	6
39	C=C(C)c1cccc(C(C)(C)NC(=O)NC2CCN(Cc3ccccc3)CC2)c1	-2	-1	-3	7	1
40	C=CCn1c2ccccc2c2nnc(SCC(=O)O)nc21	-2	-1	5	3	4
41	O=C(Nc1ccccc1)C1=C(N2CCOCC2)/C(=C/c2cccnc2)CC1	2	1	4	2	5
42	CC(C)C[C@H](CO)N(Cc1ccccc1)S(=O)(=O)N(Cc1ccccc1)[C@@H](CO)CC(C)C	-7	/	9	2	/
43	COc1ccc(N2CCN(C(=O)C3CC(=O)N(c4ccc(C)cc4)C3)CC2)cc1 (stereo unspecified)	/	-13	15	-8	1
44	NC(=O)NC(=O)C[n+]1cccc(/C=N/O)c1	6	-5	0	3	9
45	CCOC(=O)Cc1cc(=O)n2[nH]c(C)c(-c3ccccc3OC)c2n1	6	-12	12	5	-5

item	ZTA counter	PAFAH1B2 FP inh	PAFAH1B3 inh	LYPLA1 counter
31	-14	-1	3	1
32	-7	7	1	3
33	-10	1	0	0
34	-12	2	-4	-3
35	-10	-2	6	-3
36	-9	0	2	0
37	3	-10	-29	5
38	5	5	8	0
39	-3	2	-3	-1
40	-17	0	7	1
41	1	4	-1	1
42	/	-1	10	/
43	5	/	/	0
44	-18	0	2	5
45	-13	3	2	1

Next section:
item	molecule	PAFAH2 inh	EBNA-1 inh	PREPL inhibitor	pPAFAH FP inh	LYPLA2 counter
46	COc1ccc(CN(CC(=O)NC2CCCC2)C(=O)c2csnn2)cc1	-13	-13	9	2	1
47	NS(=O)(=O)c1ccc(NC(=S)NCc2ccco2)cc1	3	-5	-2	-3	3
48	Nn1c(SCc2ccccc2)nnc1-c1ccco1	-2	-1	6	2	-5
49	COc1cccc(NC(=S)N(CCCN2CCC(C)CC2)Cc2cccs2)c1	6	9	3	2	3
50	CCOc1ccc2ccccc2c1CNc1nnnn1C	-2	-2	-10	-7	1
51	CCCn1cc(S(=O)(=O)CC(=O)Nc2ccc(OC)cc2OC)c2ccccc21	6	2	0	-1	-2
52	COC(=O)C1C(=O)/C(=C(/C)N2CCCC2)C(=O)CC1(C)C (stereo unspecified)	-3	6	7	5	6
53	CCN(CC)S(=O)(=O)c1ccc(/C=C/C(=O)Nc2cccc(F)c2)cc1	-26	6	5	-14	-45
54	Cc1cc(O)c2c(-c3ccccc3)cc(=O)oc2c1	0	-2	-3	-11	-10
55	O=C(CN1CCN(C(=O)c2ccco2)CC1)Nc1ccccc1	9	-10	7	-5	3
56	COc1nc(NCc2cccnc2)nc(NC2CCCCC2)n1	4	0	-12	4	4
57	CN(CCc1cn[nH]c1)C(=O)CC1C(=O)NCCN1Cc1ccccc1C(F)(F)F (stereo unspecified)	-5	-3	1	1	3
58	COc1cccc(CN(C(=O)c2ccccc2Br)C2CCS(=O)(=O)C2)c1 (stereo unspecified)	3	-1	12	6	12
59	CSC1=N/C(=C\c2cccc(Cl)c2)C(=O)N1N(C)C	1	4	-7	0	-1
60	COc1ccc(Cc2nc3ccc(C(=O)N4CCC(N(C)C)C4)cc3o2)cc1 (stereo unspecified)	1	4	11	4	1

item	ZTA counter	PAFAH1B2 FP inh	PAFAH1B3 inh	LYPLA1 counter
46	-16	2	6	-2
47	-4	3	9	0
48	6	-2	-1	3
49	-1	2	0	-4
50	-7	0	7	-2
51	3	-8	9	-5
52	-1	-1	5	0
53	-3	-4	-7	-29
54	11	6	9	-8
55	3	0	8	0
56	-10	6	0	0
57	4	1	22	-2
58	-20	5	15	1
59	1	2	7	0
60	23	0	-3	1

(cont.)
item	molecule	PAFAH2 inh	EBNA-1 inh	PREPL inhibitor	pPAFAH FP inh	LYPLA2 counter
61	NS(=O)(=O)c1ccc(NC(=O)COC(=O)c2ccc(Cl)nc2)cc1	3	-7	-2	-3	5
62	CN(C)NC(=S)NC1(C)CCS(=O)(=O)C1 (stereo unspecified)	7	-17	2	-3	-2
63	COc1ccc(CNC(=O)C(C)NCc2ccccc2Cl)cc1 (stereo unspecified)	-4	-8	15	3	-1
64	C=CCNc1oc(-c2cccs2)nc1S(=O)(=O)c1ccccc1	3	-15	8	-2	3

item	ZTA counter	PAFAH1B2 FP inh	PAFAH1B3 inh	LYPLA1 counter
61	14	4	1	0
62	-12	7	-3	-3
63	-8	5	10	-2
64	0	1	3	1

Assay outcomes deposited in PubChem by The Scripps Research Institute Molecular Screening Center.
